# Kir21 block: Kir2.1 (mouse) channel inhibition; HEK293-Kir2.1, FluxOR thallium flux fluorescence; active compounds read low; 310,000 tested, 0.85% active; P35561; AID 1672; B-score at 10 µM;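 active = fluorescence ratio B-score at or below minus 3 SD of library scores, with starting-brightness B-score within 2 SD, cut at about -4.2 in these data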;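 also: channel flux triggered by added potassium and thallium sulfate stimulus; B-score of peak minus minimum fluorescence over baseline after thallium stimulus; more negative B-score means stronger Kir2.1 block with less thallium influx; some compounds called inactive have numbers as strong as hits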
# KCNQ2 inh: KCNQ2 potassium channel inhibitors, primary screen, cell-based, CHO-K1, FluxOR thallium flux, B-score (AID 2156). O88943. 20 min; active compounds read low. B-score at 10 µM. 310,000 tested, 1.1% active;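 active = fluorescence ratio B-score at most minus 3 library SDs, with starting brightness B-score within 2 library SDs, cut at about -5.5 in these data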
# Target sequence (O88943 whole entry, looked up): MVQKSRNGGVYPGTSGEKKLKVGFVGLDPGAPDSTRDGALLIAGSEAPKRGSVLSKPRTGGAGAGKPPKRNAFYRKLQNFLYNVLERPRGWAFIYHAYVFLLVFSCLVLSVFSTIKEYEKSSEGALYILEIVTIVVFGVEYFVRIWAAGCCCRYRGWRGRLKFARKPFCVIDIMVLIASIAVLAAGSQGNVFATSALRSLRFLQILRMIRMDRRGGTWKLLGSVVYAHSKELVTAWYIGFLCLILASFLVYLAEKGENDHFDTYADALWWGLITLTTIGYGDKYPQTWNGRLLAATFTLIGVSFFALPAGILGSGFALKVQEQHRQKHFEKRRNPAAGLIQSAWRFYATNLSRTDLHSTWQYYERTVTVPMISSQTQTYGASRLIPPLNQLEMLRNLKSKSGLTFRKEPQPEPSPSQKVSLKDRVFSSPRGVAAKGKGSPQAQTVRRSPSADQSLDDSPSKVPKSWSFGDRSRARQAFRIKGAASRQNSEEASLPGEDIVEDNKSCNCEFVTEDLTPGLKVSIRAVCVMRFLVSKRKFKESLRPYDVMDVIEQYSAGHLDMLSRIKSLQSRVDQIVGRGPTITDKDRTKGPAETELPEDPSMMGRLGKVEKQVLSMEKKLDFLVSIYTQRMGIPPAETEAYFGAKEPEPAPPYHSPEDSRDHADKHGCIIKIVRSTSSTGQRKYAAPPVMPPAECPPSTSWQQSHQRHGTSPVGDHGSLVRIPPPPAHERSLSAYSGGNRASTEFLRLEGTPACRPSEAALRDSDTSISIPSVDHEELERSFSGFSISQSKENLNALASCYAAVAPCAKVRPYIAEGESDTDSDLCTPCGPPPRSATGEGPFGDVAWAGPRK
# * = called active by the depositor; i = inactive.
# A first look (seven entries):
Kir21 block,KCNQ2 inh,canonical_smiles
-2.26,i,CC(C)(C)NC(=O)c1ccc(COCC(F)(F)F)o1
-0.69,i,O=C1c2ccncc2C(=O)N1CO
0.98,i,O=C(NCCCO)/C(=C\C=C\c1ccccc1)NC(=O)c1ccccc1Cl
0.05,i,CCOC(=O)C1(Cc2ccc(OC)cc2)CCN(C(=O)CC2CCC(=O)N2)CC1 (stereo unspecified)
-1.89,i,O=[N+]([O-])c1ccc(Cl)c(C[n+]2cccc3ccccc32)c1
-0.76,i,COC(=O)c1cc2ccsc2n1CC(=O)N(C)c1ccccc1
0.1,i,O=S1(=O)CC/C(=N\Nc2ccccc2)c2ccsc21

# The listing, from the first entry:
Kir21 block,KCNQ2 inh,canonical_smiles
-2.26,i,CC(C)(C)NC(=O)c1ccc(COCC(F)(F)F)o1
-0.69,i,O=C1c2ccncc2C(=O)N1CO
0.98,i,O=C(NCCCO)/C(=C\C=C\c1ccccc1)NC(=O)c1ccccc1Cl
0.05,i,CCOC(=O)C1(Cc2ccc(OC)cc2)CCN(C(=O)CC2CCC(=O)N2)CC1 (stereo unspecified)
-1.89,i,O=[N+]([O-])c1ccc(Cl)c(C[n+]2cccc3ccccc32)c1
-0.76,i,COC(=O)c1cc2ccsc2n1CC(=O)N(C)c1ccccc1
0.1,i,O=S1(=O)CC/C(=N\Nc2ccccc2)c2ccsc21
0.55,i,O=C(CC12CC3CC(CC(C3)C1)C2)NC(=S)Nc1ccc(CN2CCOCC2)cc1
-0.01,i,CC(C)(O)C#Cc1ccc(CN2CCN(C3CCCC3)C(CCO)C2)cc1 (stereo unspecified)
-0.53,i,Cc1cc(C)n(-c2cccc(Cl)c2)c(=O)c1C#N
0.71,i,COc1cccc(-n2c(SC)nnc2-c2c[nH]c3ccccc23)c1
-0.13,i,COc1ccc(C(=O)N2CCN(CCc3ccccn3)CC2)cc1
0.21,i,COc1ccc(CCNC(=O)CSc2nc(N)c(C#N)c(-c3cccs3)c2C#N)cc1OC
1.03,i,CC1CN(C(=O)CCNC(=O)c2ccc(Br)cc2)CC(C)O1 (stereo unspecified)
0.49,i,O=C(COc1ccc(Br)cc1Br)NC1CCCC1
-1.2,i,Cc1ccc(NC(=O)CN(C)C(=O)COC(=O)/C=C/c2cccs2)cc1
-0.33,i,Cc1cccc(OCC(=O)OCC(=O)c2c(N)n(C)c(=O)n(C)c2=O)c1
3.34,i,Brc1cc2c(cc1CSc1ncccn1)OCO2
1.06,i,N#CC12C(N)=NC3(OCCO3)C1(C#N)C1=C(CCC1)NC2c1ccccc1 (stereo unspecified)
-0.09,i,O=C(O)Cn1c(CCS(=O)(=O)c2ccc(Br)cc2)nc2ccccc21

# Exported field by field: entries from further up.
> O=C(CC12CC3CC(CC(C3)C1)C2)NC(=S)Nc1ccc(CN2CCOCC2)cc1
  Kir21 block: 0.55; KCNQ2 inh: i

> CC(C)(O)C#Cc1ccc(CN2CCN(C3CCCC3)C(CCO)C2)cc1 (stereo unspecified)
  Kir21 block: -0.01; KCNQ2 inh: i

> Cc1cc(C)n(-c2cccc(Cl)c2)c(=O)c1C#N
  Kir21 block: -0.53; KCNQ2 inh: i

> COc1cccc(-n2c(SC)nnc2-c2c[nH]c3ccccc23)c1
  Kir21 block: 0.71; KCNQ2 inh: i

# Continued.
Kir21 block,KCNQ2 inh,canonical_smiles
0.25,i,Cn1c2ccccc2c2ncn(CCCN3CCOCC3)c(=O)c21
0.61,i,Cc1cc(C)c(NC(=O)CSc2nc3ncc(Br)cc3[nH]2)c(Cl)c1
0.16,i,Cc1cccc2cc(-c3nc4ccc(C(=O)O)cc4[nH]3)c(=O)oc12
0.47,i,N#Cc1nc(COc2ccccc2)oc1N1CCCCC1
-0.7,i,O=S(=O)(Cc1cc(NCc2ccccc2)nc(-c2ccccn2)n1)c1ccccc1
-1.32,i,Fc1cccc2sc(Nc3nnc(-c4ccccc4)o3)nc12
-0.75,i,O=C(CCCOc1ccc(Cl)cc1Cl)NCCc1nnc2ccccn12
-0.08,i,O=C(O)CCCC(=O)NS(=O)(=O)c1ccc(Cl)cc1
1.44,i,COc1cc(C(=O)O/N=C(\N)c2cccc([N+](=O)[O-])c2)cc(OC)c1OC
-1.84,i,COc1ccc(OC)c2c(N3CC(C)OC(C)C3)cc(C(F)(F)F)nc12 (stereo unspecified)
1.39,i,O=C1C2C3c4ccccc4C(c4ccccc43)C2C(=O)N1c1cccnc1 (stereo unspecified)
1.16,i,COCCn1c(=S)[nH]c2cc(OC)c(OC)cc2c1=O
0.13,i,Cc1ccc(NC(=O)Cn2ncc3ccccc32)c(Cl)c1
1.41,i,O=C(NC1CC1)c1sccc1-n1cccc1
1.87,i,O=C(O)CC1(CC(=O)NCc2ccncc2)CCCCC1
0.37,i,CCn1c(=O)n(CC)c2cc(NS(=O)(=O)c3ccccc3)ccc21
-0.29,i,Cc1ccc(S(=O)(=O)Nc2ccc3c(c2)nc2n3CCN(Cc3ccccc3)C2)cc1
-0.29,i,CCCc1cc2c(=O)c(-c3ccccn3)c(C)oc2cc1O
-0.32,i,O=C(O)Cc1coc2ccc3ccccc3c12
-0.2,i,CCOc1ccc(NC(=O)C2CC(=O)N(C(C)C)C2)cc1 (stereo unspecified)
-0.4,i,Cc1cc(NC(=O)Cn2nc(-c3cccs3)ccc2=O)cc(C)c1Br
0.64,i,CCc1nccn1Cc1cc(C=O)ccc1OC
0.3,i,CC12CCC(=O)N1C(C(=O)NCCc1ccccc1)CS2 (stereo unspecified)
0.01,i,O=C(NCCN1CCOCC1)c1ccc2c(c1)ncn2C1CCCCC1
-0.1,i,COc1ccc([N+](=O)[O-])cc1NC(=O)c1cn(-c2ccc(Cl)cc2)c(=O)c2ccccc12
-1.3,i,Cc1sc2nc(SCC(=O)NCCO)n(-c3ccccc3)c(=O)c2c1C
-1.48,i,O=C1CC(c2ccc(Cl)c([N+](=O)[O-])c2)c2ccc3ccccc3c2N1 (stereo unspecified)
0.03,i,O=C(COC(=O)c1ccc(O)cc1O)c1ccc(Cl)cc1
0.91,i,COc1cccc(NC(=S)N(CCc2nc3cc(C)c(C)cc3[nH]2)Cc2cccnc2)c1
-0.85,i,CN1CCN(c2ccc(NC(=O)c3ccc(C(F)(F)F)cc3)cn2)CC1
1.97,i,COc1ccc(-c2noc(-c3ccc(Cl)cc3)n2)cc1
-2.2,i,Nc1ccc(-c2nc3cc(N)ccc3s2)cc1
0.99,i,COc1cc(C2c3c(oc4ccccc4c3=O)C(=O)N2Cc2ccco2)ccc1O (stereo unspecified)
1.89,i,Cc1ccc(N2C(=O)c3ccccc3C2C(=O)c2ccc(C)c(C)c2O)cc1 (stereo unspecified)
-0.3,i,CCc1ccc(CN2CCC(n3nccc3NC(=O)c3cccc(F)c3)CC2)cc1
1.11,i,CC(C)=CCN1CCN(Cc2cc(F)ccc2-n2nc(C)cc2C)CC1CCO (stereo unspecified)
-2.93,i,Cc1nc(N)sc1-c1csc(N(C)c2ccc(O)cc2)n1
-0.04,i,Cc1ccc(C(=O)Nc2ccc(Cl)cn2)cc1S(=O)(=O)N1CCOCC1
0.71,i,CC1(Br)C2CCCC1C2S(=O)(=O)c1ccccc1 (stereo unspecified)
-0.85,i,Cc1nccn1CCC1CCCCN1C(=O)CCc1nnc(-c2ccsc2)o1 (stereo unspecified)
2.33,i,COc1ccccc1C(=O)N/C(=C\c1cn(C)c2ccccc12)C(=O)N1CCCC1
0.72,i,O=C(NNC(=O)c1ccccc1Br)c1ccc(Cl)c(Cl)c1
-0.72,i,CC(C)c1nc2sc3ccccc3c(=O)c2c(=O)n1Cc1ccccc1
-0.27,i,O=C(NC1CC1)C1CCN(c2ccc(S(=O)(=O)N3CCOCC3)cc2Cl)CC1
-0.61,i,Cc1ccc(C)c(C(=O)CCC(=O)Nc2cccnc2)c1
-0.68,i,COc1ccc(C2=NS(=O)(=O)N(C)C(C(=O)N3CCC(C(N)=O)CC3)=C2)cc1
-0.49,i,CCc1cc(=O)oc2cc(OCC(=O)N(CC)CC)c(Cl)cc12
-0.36,i,Cc1onc(-c2ccccc2Cl)c1C(=O)N1CCCCC1C(=O)O (stereo unspecified)
-6,i,CCOC(=O)/C(=N\O)C1=NC(C)(C)Cc2ccccc21
-0.01,i,Cc1cccc2[nH]c(CN(C)C(=O)CC3C(=O)NCCN3CC(C)(C)C)nc12 (stereo unspecified)
-0.01,i,O=C(Cc1ccccc1)Nc1ccc(NC(=O)Cc2ccccc2)c(Cl)c1
-0.06,i,O=C(COc1cccnc1[N+](=O)[O-])NCc1ccc(F)cc1
-0.13,i,Cc1cc(=O)oc2cc(OCC(=O)N/N=C/c3ccccc3O)ccc12
0.02,i,O=C(CSc1nnc(Cc2cccs2)n1-c1ccccc1)Nc1ccc2c(c1)OCCO2
-3.41,i,Cc1nc(NC(=O)COC(=O)C(NC(=O)c2ccco2)C(C)C)c(Cl)cc1Cl (stereo unspecified)
0.96,i,O=c1c2c3c(sc2nc2n1CCCC2)CCCC3
0.46,i,O=C1c2c(O)cc(O)cc2O[C@@]12c1c(cc(O)c3c1O[C@H](c1ccc(O)cc1)[C@@H](O)C3)O[C@@H]2c1ccc(O)cc1
-0.83,i,O=C(c1cccc(Cl)c1)C1CCCN(Cc2ccc(N3CCNC3=O)cc2)C1 (stereo unspecified)
0,i,CN(C(=O)c1sc2nc(N3CCCC3)c3c(c2c1N)CC(C)(C)OC3)c1ccccc1
2.3,i,CCN(CC)S(=O)(=O)c1cccc(C(=O)N[C@H](C(=O)NNC(=O)c2ccccc2)C(C)C)c1

# More results
Kir21 block,KCNQ2 inh,canonical_smiles
0.79,i,CCN(CC)S(=O)(=O)c1cccc(C(=O)NC(C(=O)Nc2nnc(C3CC3)s2)C(C)C)c1 (stereo unspecified)
1.76,i,CCCCCOc1ccc(NC(=O)C(=O)NCCC2=CCCCC2)cc1
-0.54,i,CC(=O)c1cc2c(cc1NC(=O)CCNC(=O)c1ccccc1Cl)OCO2
0.52,i,Cc1nn(Cc2cccc(C(=O)N3N=C(C(F)F)CC3(O)C(F)F)c2)c(C)c1[N+](=O)[O-] (stereo unspecified)
1.72,i,CN1C(=O)Cc2cc(S(=O)(=O)N3CCN(c4cccc(Cl)c4)CC3)ccc21
0,i,COc1ccc(S(=O)(=O)N(Cc2ccc(OC)c(OC)c2)Cc2ccco2)cc1
0.31,i,O=C(NCCNc1ccccc1[N+](=O)[O-])c1ccccc1F
-2.07,i,C=CCOc1cccc(C2C(C(=O)c3ccc(C)o3)=C(O)C(=O)N2Cc2ccncc2)c1 (stereo unspecified)
0.04,i,O=C(CN(Cc1ccccc1)S(=O)(=O)c1ccc(S(=O)(=O)N2CCOCC2)cc1)Nc1ccccc1
0.36,i,Cc1cccc(C(=O)N2CCN(CCNC(=O)C(=O)Nc3ccc(F)cc3)CC2)c1
-2.11,i,O=C(OCn1ncc(Cl)c(Cl)c1=O)c1ccc(F)cc1
1.19,i,CCOC(=O)CCn1cc(F)c(=O)n(Cc2ccccc2)c1=O
-0.82,i,O=C(N/N=C\c1ccc2c(c1)OCO2)c1ccco1
-0.16,i,CCC(=O)Nc1ccc(S(=O)(=O)N2CCN(c3ccc(F)cc3)CC2)cc1
-0.72,i,COc1cccc(CN2CCNC(=O)C2CC(=O)N2CCOc3ccccc3C2)c1OC (stereo unspecified)
0.35,i,O=C(O)c1ccc(N/N=C/c2ccnc3ccccc23)cc1
1.17,i,Cc1ccc(Nc2n[nH]c(C)c2[N+](=O)[O-])c(C)c1
-3.27,i,O=C(CN1C(=O)COc2ccc(S(=O)(=O)N3CCCCCC3)cc21)NCc1ccc(F)cc1
0.59,-7.01*,COc1ccc(/C(N)=N/OC(=O)Cc2cccs2)cc1
-0.24,i,CC(=O)c1ccc(N2CCN(S(=O)(=O)c3ccc(-c4cnc(C5CC5)o4)cc3)CC2)cc1
-1.68,i,S=C1NC(c2ccccc2)=NCN1c1ccc(Cl)cc1
-0.52,i,O=C(/C=C/c1ccccc1)NNC(=O)c1cccnc1
0.87,i,COc1cccc(C(=O)NCCNC(=O)c2ccccn2)c1
-0.69,i,CC/C(=N\NC(=O)c1cccnc1)c1ccc2c(c1)OCCO2
-0.03,i,COc1ccc(Cl)cc1S(=O)(=O)Nc1ncn[nH]1
-0.6,i,N#C/C(=C/c1cn(CC(=O)O)c2ccccc12)c1ccc(F)cc1
-0.47,i,Cc1ccc(SCC(=O)Nc2ncc(C)s2)cc1
0.82,i,COc1ccc(CCNC(=O)CCc2nc3ccccc3[nH]2)cc1OC
0.04,i,Cc1cc(OCC(=O)O/N=C(\N)c2ccccc2)cc(C)c1Cl
0.22,i,O=C(/C=C/c1ccc[nH]1)c1ccc(F)cc1
-0.53,i,Cc1cc(NC(=O)c2ccccc2)ncc1NC(=O)c1cccs1
-0.85,i,C/C(=N\NC(=S)Nc1ccccc1C)c1ccc(O)cc1
-0.43,i,CCN1CCN(CC(O)COc2ccc(C)c(C)c2)CC1 (stereo unspecified)
-0.9,i,CC(=O)Nc1ccccc1/C=C/c1ccc2c(C)ccc(O)c2n1
2.25,i,COc1ccccc1C(=O)C1Nc2ccccc2-c2nnc(SC)nc2O1 (stereo unspecified)
0.75,i,Cc1ccc(NC2=C/C(=N\S(=O)(=O)c3cccs3)c3ccccc3C2=O)c(C)c1
-1.09,i,CS(=O)(=O)Nc1ccc(C2=NN(C(=O)c3ccco3)C(c3ccccc3F)C2)cc1 (stereo unspecified)
0.94,i,N/C(=N\OC(=O)c1ccco1)c1cccc([N+](=O)[O-])c1
0.24,i,O=C(C(c1ccccc1)c1ccccc1)N1CCN(Cc2ccncc2)CC1
0.97,i,Cc1ccc(C(=O)NC(=S)Nc2c(C)ccc3nsnc23)cc1
0.67,i,COc1cc(/C=C2\SC(N)=NC2=O)cc(Br)c1O
-3.32,i,CN(C)CCN(C)Cc1c2ccccc2c(CN(C)CCN(C)C)c2ccccc12

# Compounds were not picked by outcome; any-hit rate near 1.8%.
